HIV fusion peptide – cell-free HIV fusion peptide-binding blockers – biochemical, uHTS, fluorescence dequenching, primary screen (AID 1986). cell-free peptide binding, fluorescence dequenching, 30 min; higher % means a stronger effect. one-dose inhibition, % at 20 µM; IC50 in µM for titrated hits. actives 0.3% (n = 290,000); in the data active = inhibition mostly above about 52%, no sharp cut-off; inactive = mostly below about 76%; note: some results filed as inactive read as strong as hits
Myeloid diff MLP – promotes myeloid progenitor differentiation. actives 1% (n = 360,000). AID 624256. ER-HoxA9 myeloid progenitors, lysozyme-GFP differentiation, flow cytometry. calls only at 10 µM;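 active = normalized GFP-positive differentiation at or above the plate's own cutoff, the solvent-only control mean plus 3 SD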;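 note: cells exposed to compound for four days before flow analysis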
Lipid droplet – hepatic lipid droplet formation modulation; actives 0.4% (n = 240,000); AID 1656; inhibition, % at 6.5 µM; AML12 mouse hepatocytes, oleate lipid droplets, BODIPY imaging;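 active = lipid droplet intensity inhibited by at least 50%, with more than 500 cells counted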
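Test system: AML12 mouse liver cells; schedule: overnight exposure; technique: high-content imaging of BODIPY-stained droplets and DAPI nuclei; read-out: % inhibition of corrected integrated BODIPY droplet signal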
Siah-1 displacement – Siah-1 peptide-binding antagonists, primary screen, biochemical, fluorescence polarization, rhodamine-plectin, uHTS (AID 1817) | displacement, % at 20 µM, or IC50 in µM where a hit was titrated | Siah-1 / rhodamine-plectin peptide fluorescence polarization; higher % means a stronger effect | actives 0.02% (n = 290,000);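 active = displacement of at least 50% at 20 µM, with a fluorescence ratio check between 0.3 and a set limit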;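 note: plate controls were Siah plus tracer with DMSO for no effect and tracer alone without Siah for full effect; strong numbers were not always called active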
NOD2 inhibition – NOD2 signaling inhibitors, cell-based, luminescence, uHTS, HEK293 (AID 1566) | HEK293 NOD2/NF-kB luciferase reporter, luminescence; higher % means a stronger effect | inhibition, % at 4 µM; hits with a dose series show EC50 in µM | actives 0.63% (n = 290,000); note: many of its hits are not listed in these tables
Dengue-2 NS5 capping – flavivirus cap methylation enzyme inhibition – biochemical, confirmation dose response, primary screen (AID 588689). Dengue-2 NS5 methyltransferase capping enzyme assay, biochemical; higher % means a stronger effect. inhibition, % at 25 µM, or IC50 in µM where a hit was titrated. actives 0.3% (n = 340,000); in the data active = a potency from the dose series
LYP inhibition – inhibitors of LYP phosphatase, biochemical, fluorescence intensity, uHTS (AID 1779) | recombinant LYP phosphatase, fluorescence intensity; higher % means a stronger effect | inhibition, % at 11.5 µM, or IC50 in µM where a hit was titrated | actives 0.054% (n = 290,000);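 note: plate controls were vehicle with enzyme for no effect and no enzyme for full effect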
AID2073 – inhibitors of Mint1-CaV2.2 protein interaction, biochemical, HTRF (AID 2073) | HTRF protein-protein interaction, Mint1-CaV2.2; higher % means a stronger effect | one-dose inhibition, % at 20 µM; IC50 in µM for titrated hits | actives 0.19% (n = 290,000); in the data active = inhibition mostly above about 51%, no sharp cut-off; note: some results filed as inactive read as strong as hits
XIAP displacement – XIAP antagonists, biochemical, IAP family, fluorescence polarization (AID 1018) | XIAP BIR domain, fluorescence polarization peptide displacement; higher % means a stronger effect | displacement, % at 20 µM, or IC50 in µM where a hit was titrated | actives 0.007% (n = 200,000); in the data active = displacement above about 50%; note: a part of the inactive calls stands beside numbers as strong as those of hits
Lipid droplet cells 6.5 µM – second read-out of Lipid droplet, no call of its own (marks repeat the call); cell count; measured here: cell count, cytotoxicity flag;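 cells counted across two imaged fields per well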
Dengue-2 NS5 capping pilot replicate – second read-out of Dengue-2 NS5 capping, no call of its own (marks repeat the call); inhibition, %; measured here: pilot screen replicate inhibition
Myeloid diff MLP GFP+ MAC1+ % – recorded beside Myeloid diff MLP, whose call it bears; GFP+ MAC1+ double positive, %; measured here: differentiation confirmed by MAC1 staining
Starred values were filed as active, the others as inactive; i = inactive; . = not tested or not shown. Cut-off read from the data, not from the text of the source, unless noted: active = inhibition above about 50%; inactive = the rest. This is a subset. The share of hits here may be higher or lower than overall.

Sample of the layout:
SMILES	HIV fusion peptide	Myeloid diff MLP	Myeloid diff MLP GFP+ MAC1+ %	Lipid droplet	Lipid droplet cells 6.5 µM	Siah-1 displacement	NOD2 inhibition	Dengue-2 NS5 capping	LYP inhibition	AID2073	XIAP displacement	others
CN(C)C(=O)c1ccc(=O)n(Cc2ccc(Cl)cc2Cl)c1	3.3%	i	0.9	2	400	3%	5%	-5%	-2%	11%	.
CN(C)C(CNC(=O)CNC(=O)c1ccc(Br)cc1)c1ccccc1 (configuration not stated)	0.7%	i	0.3	-1	715	0%	2%	-5%	-9%	-9%	-5.8%
CCOC(=O)c1ccc(CNS(=O)(=O)c2c(C)ccc3nsnc23)o1	-1.4%	i	1.0	-14	704	-2%	9%	-1%	-9%	-3%	-3.7%
Oc1csc(Cc2nc(-c3ccc(-c4ccccc4)cc3)cs2)n1	8.9%	i	0.5	.	.	0%	-62%	-6%	-3%	14%	-1.0%
COc1ccc(C(CCNCc2ccc(OC(C)C)cc2)c2ccccc2OC)cc1 (configuration not stated)	-1.7%	i	0.5	-3	804	6%	6%	-5%	-5%	12%	.

This part in full, previewed entries included:
SMILES	HIV fusion peptide	Myeloid diff MLP	Myeloid diff MLP GFP+ MAC1+ %	Lipid droplet	Lipid droplet cells 6.5 µM	Siah-1 displacement	NOD2 inhibition	Dengue-2 NS5 capping	LYP inhibition	AID2073	XIAP displacement	others
CN(C)C(=O)c1ccc(=O)n(Cc2ccc(Cl)cc2Cl)c1	3.3%	i	0.9	2	400	3%	5%	-5%	-2%	11%	.
CN(C)C(CNC(=O)CNC(=O)c1ccc(Br)cc1)c1ccccc1 (configuration not stated)	0.7%	i	0.3	-1	715	0%	2%	-5%	-9%	-9%	-5.8%
CCOC(=O)c1ccc(CNS(=O)(=O)c2c(C)ccc3nsnc23)o1	-1.4%	i	1.0	-14	704	-2%	9%	-1%	-9%	-3%	-3.7%
Oc1csc(Cc2nc(-c3ccc(-c4ccccc4)cc3)cs2)n1	8.9%	i	0.5	.	.	0%	-62%	-6%	-3%	14%	-1.0%
COc1ccc(C(CCNCc2ccc(OC(C)C)cc2)c2ccccc2OC)cc1 (configuration not stated)	-1.7%	i	0.5	-3	804	6%	6%	-5%	-5%	12%	.
COC(=O)/C(=C\c1c[nH]c2ccccc12)NC(C)=O	-0.9%	i	0.6	.	.	-4%	4%	5%	1%	-6%	-5.2%
O=C(NC1CC2CCCC(C1)N2C(=O)Nc1ccccc1F)C1CC1 (configuration not stated)	-0.8%	.	.	4	763	17%	8%	-3%	-11%	3%	.
COC(=O)c1sc2ccccc2c1-n1cccc1C(=O)C(=O)Nc1ccc(OC)cc1	0.2%	i	0.4	.	.	-3%	-3%	-3%	1%	17%	-4.5%
Cc1cccnc1NC1(C(F)(F)F)N=C2SCCN2C1=O (configuration not stated)	0.2%	i	1.5	19	705	2%	1%	-9%	-6%	7%	-1.2%
COc1ccc(CNC(=O)C(C)Sc2ccc(C)cc2)cc1 (configuration not stated)	-2.6%	i	0.8	-15	719	1%	-9%	-7%	-4%	14%	-3.9%
Oc1ccc(C2=Nn3c(nnc3-c3ccco3)SC2)cc1O	12%	i	0.9	15	637	-10%	-16%	9%	6%	-37%	2.4%
COc1cc(S(=O)(=O)NC2CCCCC2C)ccc1-n1cnnn1 (configuration not stated)	-0.3%	i	0.4	-44	665	4%	22%	-14%	-8%	-1%	-2.9%
CCOC(=O)CN(C(=O)c1snc(C(N)=O)c1N)C(C(=O)NC1CCCCC1)c1ccc(F)cc1 (configuration not stated)	-0.5%	i	0.3	-5	840	-4%	10%	-3%	-12%	8%	.	Dengue-2 NS5 capping pilot replicate=-0.6
O=C(NCc1nnc(SCc2ccc(C(F)(F)F)cc2)n1-c1ccccc1)C12CC3CC(CC(C3)C1)C2	-1.6%	i	1.8	-32	642	2%	-26%	-4%	3%	10%	-1.1%
O=C(O)CC1S/C(=N/N=C/c2ccc(Br)cc2)N(c2ccccc2)C1=O (configuration not stated)	3.4%	i	0.2	-2	688	0%	0%	-3%	7%	-10%	-10%
Cc1c(C(=O)OCC(=O)c2c(N)n(CC(C)C)c(=O)n(C)c2=O)oc2ccccc12	-2.6%	i	0.8	-1	755	8%	.	-6%	10%	2%	-7.6%
O=C(c1cccc(F)c1)N1CCN(c2cccc(Cl)c2)CC1	-2.1%	i	2.9	-15	707	3%	-13%	-10%	-13%	13%	-4.9%
COc1cc(S(=O)(=O)NC2CCCCC2C)ccc1Cl (configuration not stated)	-1.3%	i	0.4	2	698	-2%	0%	2%	-6%	2%	-0.8%
COc1ccc(OC)c(S(=O)(=O)NCc2cccnc2)c1	0.3%	i	0.4	9	696	2%	3%	4%	-7%	-5%	-8.6%
Cc1c(C=O)c2ccccn2c1C(=O)c1ccc(F)cc1	0.4%	i	0.7	-10	831	1%	14%	-1%	0%	13%	.
COc1ccc(NC(=O)NNS(=O)(=O)c2ccc(OC)c(OC)c2)c(OC)c1	0.2%	i	1.5	4	822	-3%	14%	11%	-7%	0%	.
COc1cc(C)c(C)cc1S(=O)(=O)N1CCCCC1c1cccnc1 (configuration not stated)	0.2%	i	0.5	-6	731	-1%	15%	8%	-6%	29%	0.5%
O=C(NCc1cc(F)cc(C(F)(F)F)c1)C1CCC(=O)N(C2CCCC2)C1 (configuration not stated)	2.7%	i	2.6	-3	680	2%	-12%	0%	-11%	-3%	.
Cc1nc2c3ccccc3nc(NNC(=O)CCC(=O)NCCC(C)C)n2n1	-3.0%	i	0.5	13	512	1%	18%	-5%	-6%	-2%	-5.4%
CCOC(=O)C1CCCN(C(=O)c2ccco2)C1 (configuration not stated)	0.0%	i	0.6	.	.	-4%	5%	-2%	-8%	-1%	-23%	Dengue-2 NS5 capping pilot replicate=3.2
COc1ccc(Cn2c(CCC(=O)Nc3ccc(C)cc3)nc3cccnc32)cc1	-2.3%	i	1.0	-3	717	2%	13%	-7%	-4%	-8%	1.8%
OCCNc1nc(NCc2ccccc2)c2ccccc2n1	0.8%	.	.	-1	830	0%	34%	-1%	-6%	6%	.
O=C(CN1CCN(c2ccccc2F)CC1)NC(=O)NCc1ccccc1	2.4%	i	0.5	2	698	7%	9%	-9%	-1%	21%	-5.6%
COc1cc2nc(C3CCC3)nc(N3CCN(c4ccccn4)CC3)c2cc1OC	-2.9%	i	2.2	26	736	-2%	20%	-6%	-2%	0%	-3.3%
CCOC(=O)c1c(S(=O)(=O)NC2CCN(C(=O)OCC)CC2)c(C)n(C)c1C	-0.5%	i	1.0	-1	723	-3%	10%	-5%	-10%	-1%	.
CSCCNCc1c(C(=O)N2CCOCC2)nc2c(C)cccn12	1.1%	i	0.5	0	639	14%	-4%	-3%	-4%	-1%	1.1%
CC(C)(O)C#Cc1ccc(CN2CCN(Cc3ccsc3)C(CCO)C2)s1 (configuration not stated)	4.2%	i	0.6	1	725	4%	-8%	4%	-7%	36%	-3.9%
CC(=O)Nc1ccc(-c2csc(NC(C)c3ccccc3)n2)cc1 (configuration not stated)	16%	i	1.6	-13	673	-8%	14%	-7%	-3%	52%	-5.1%
Cc1ccccc1NC(=O)c1ccc2nccnc2c1	-1.8%	i	0.1	-3	799	3%	3%	-9%	-7%	11%	.
Cn1nc(C(=O)NC(C)(C)C)c2ccccc21	2.1%	i	0.1	10	663	7%	2%	-6%	6%	-3%	29%
CCN1CCN(C(c2cc3cccc(C)c3[nH]c2=O)c2nnnn2Cc2ccccc2)CC1 (configuration not stated)	2.5%	i	2.0	7	742	0%	-31%	-7%	4%	-22%	-0.6%
COc1cc(CN2CCCC(C(=O)N3CCc4ccccc4C3)C2)cc(OC)c1OC (configuration not stated)	0.1%	i	1.5	-11	763	6%	-1%	-5%	0%	16%	.
CC(=O)Nc1cccc(-n2nnc(SCC(N)=O)n2)c1	-2.5%	i	0.5	3	677	3%	1%	1%	-10%	11%	.
O=C1NC(=S)N/C1=C/c1ccc2ccccc2c1	2.3%	i	0.5	-5	814	-6%	-9%	6%	-12%	14%	.	Dengue-2 NS5 capping pilot replicate=2.7
C/C(=N\NC(=O)c1ccncc1)C12CC3CC(CC(C3)C1)C2	0.3%	i	0.1	-14	646	-5%	1%	-9%	6%	3%	-1.8%
CCN(CC)S(=O)(=O)c1ccc(C(=O)Nc2ccc3c(c2)OCCO3)cc1	3.4%	i	7.2	.	.	2%	-3%	8%	8%	8%	-3.0%
CC(=O)c1ccc(OCCCC(=O)n2nnc3ccccc32)cc1	9.7%	i	1.2	.	.	3%	5%	-19%	-2%	-1%	-3.0%
CCOC(=O)c1ccc(Cn2c(-c3ccccc3)nnc2-c2ccccc2)o1	0.5%	i	0.4	-2	710	4%	8%	-7%	7%	-1%	-9.1%
Cc1ccc(NNc2c(C)nc3ccccc3nc2=O)cc1	3.2%	i	0.1	15	694	1%	-315%	.	-6%	-4%	-0.9%
CCOC(=O)c1sc2nc[nH]c(=O)c2c1C	5.7%	i	0.9	7	787	2%	10%	-1%	-3%	-7%	0.7%
Cc1ccccc1NC(=O)CCc1c(C)nn(-c2ccc(N3CCOCC3)nn2)c1C	-2.6%	i	6.6	5	759	-6%	-32%	-2%	-3%	11%	.
CC(NC(=O)Cn1cccc1)c1ccccc1 (configuration not stated)	0.4%	i	0.9	9	728	2%	10%	-3%	-2%	4%	.
COc1cccc(C(=O)N2CCC(n3nccc3NC(=O)C3CCOC3)CC2)c1 (configuration not stated)	-0.4%	i	0.0	-5	694	-1%	-3%	-6%	-10%	7%	.
O=Cc1ccc(N2CCCC2)c([N+](=O)[O-])c1	0.4%	i	0.1	8	687	11%	-1%	.	4%	42%	-7.4%
CCC(=O)NNC(=O)CCC(=O)Nc1ccc(C)cc1C	-0.9%	i	0.3	1	702	0%	-5%	-2%	-5%	-8%	-10%

Brought forward from above: 2 compounds, followed by the next part.
SMILES	HIV fusion peptide	Myeloid diff MLP	Myeloid diff MLP GFP+ MAC1+ %	Lipid droplet	Lipid droplet cells 6.5 µM	Siah-1 displacement	NOD2 inhibition	Dengue-2 NS5 capping	LYP inhibition	AID2073	XIAP displacement	others
O=Cc1ccc(N2CCCC2)c([N+](=O)[O-])c1	0.4%	i	0.1	8	687	11%	-1%	.	4%	42%	-7.4%
CCC(=O)NNC(=O)CCC(=O)Nc1ccc(C)cc1C	-0.9%	i	0.3	1	702	0%	-5%	-2%	-5%	-8%	-10%
CCCOc1ccc(C2CC(=O)NC2=O)cc1 (configuration not stated)	0.2%	i	0.0	-1	700	15%	12%	-2%	-5%	39%	-1.7%
CCc1nc2ccc(C(=O)N3CCN(c4ccccc4)CC3)cc2nc1CC	0.8%	i	3.7	7	749	5%	27%	0%	-6%	-2%	.
COc1ccc(CCc2cc(OC)cc(=O)o2)cc1	-1.4%	i	1.8	-11	736	-7%	-5%	-3%	-14%	8%	.
Cc1ccc2oc(=O)c(/C=C(\O)C(C)(C)C)nc2c1	-1.8%	i	0.4	-9	662	0%	0%	-5%	0%	-2%	-4.2%
OCC1(CCc2ccccc2)CCN(Cc2cc(F)ccc2-n2cccn2)CC1	-0.8%	i	0.2	-65	654	-1%	1%	3%	-12%	-10%	-18%
